High-throughput results: PubChem BioAssay, several laboratories
UTI89 phage lysis: protection from phage-mediated lysis, alamar blue read-out – E. coli UTI89, K1F phage, bacterial capsule biogenesis inhibitors (AID 488966). 340,000 compounds, 0.02% hits. inhibition, % at 100 µM, or IC50 in µM where a hit was titrated. E. coli UTI89 K1F phage lysis, alamar blue, 2 h; higher % means a stronger effect;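 active means phage lysis inhibition, versus mean bacterial control, above a set limit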;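 further: capsule biogenesis inhibitors block K1F phage lysis so surviving cells raise fluorescence; higher fluorescence means more inhibition of phage lysis; actives were called in the ten point dose series up to 300 µM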
GPR55 LPI antagonism: GPR55 antagonists blocking LPI-driven arrestin recruitment, primary screen, imaging, U2OS, beta-arrestin-GFP, LPI agonist (AID 2013) | U2OS GPR55 beta-arrestin-GFP translocation imaging, LPI antagonism; higher % means a stronger effect | one-dose inhibition, % at 10 µM; IC50 in µM for titrated hits | 290,000 compounds, 0.13% hits;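 active means spots per cell inhibited over 60%, with over 100 cells counted and total cytoplasm intensity under 500,000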;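 further: U2OS cells stably carrying GPR55 and arrestin-GFP stimulated by 5 µM LPI near EC80; imaged beta-arrestin-GFP aggregate spots per cell after agonist stimulation; plate controls were LPI-stimulated DMSO wells for no effect and DMSO wells without LPI for full effect; some results filed as inactive read as strong as hits; confirmed hits need IC50 under 10 µM and bright autofluorescent wells are also inconclusive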
HIV fusion peptide: cell-free HIV fusion peptide-binding blockers – biochemical, uHTS, fluorescence dequenching, primary screen (AID 1986). 290,000 compounds, 0.3% hits. cell-free peptide binding, fluorescence dequenching, 30 min; higher % means a stronger effect. inhibition, % at 20 µM; hits with a dose series show IC50 in µM; in the data active means inhibition mostly above about 52%, no sharp cut-off; inactive means mostly below about 76%; further: some results filed as inactive read as strong as hits
PhoP inhibition: inhibitors of PhoP regulon expression, primary screen, Salmonella Typhimurium, GFP reporter (AID 1863); S. Typhimurium PhoP-regulated promoter GFP reporter, 4 h; higher % means a stronger effect; inhibition, % at 50 µM; hits with a dose series show IC50 in µM; 300,000 compounds, 0.16% hits;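 active means inhibition over 29.93%, a cutoff 3 SD above the screen mean, later confirmed by dose response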;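 further: 0% = low Mg2+ inducing control and 100% = high Mg2+ repressing control; strong numbers were not always called active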
Dengue-2 NS5 capping: Dengue-2 NS5 methyltransferase inhibitors, primary screen, biochemical, confirmation dose response (AID 588689); inhibition, % at 25 µM; hits with a dose series show IC50 in µM; Dengue-2 NS5 methyltransferase capping enzyme assay, biochemical; higher % means a stronger effect; 340,000 compounds, 0.3% hits; in the data active means a potency from the dose series
MgcRacGAP inhibition: MgcRacGAP GTPase-activating activity inhibitors, confirmation, biochemical, ADP Hunter fluorescence. AID 624330. 340,000 compounds, 0.6% hits. MgcRacGAP-stimulated Rac1 GTP hydrolysis, ADP Hunter fluorescence; higher % means a stronger effect; GST-tagged Rac1 F28L mutant substrate. one-dose inhibition, % at 30 µM; IC50 in µM for titrated hits;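 active means first-screen hits whose inhibition reached a set limit at any dose in the follow-up dose series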;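 further: fluorescence reports GDP produced by GAP-driven GTP hydrolysis; strong numbers were not always called active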
Large T inhibition: SV40 large T antigen inhibitors, biochemical (AID 1903). 310,000 compounds, 0.39% hits. one-dose inhibition, % at 20 µM; IC50 in µM for titrated hits. SV40 large T antigen ATPase/helicase inhibition assay; higher % means a stronger effect; in the data active means a potency from the dose series; further: strong numbers were not always called active
RSV CPE inhibition: inhibition of RSV-induced cytopathic effect – HEp-2 cells, primary 10 µM value included (AID 2391); HEp-2 cells, RSV-induced CPE inhibition; higher % means a stronger effect; 310,000 compounds, 0.13% hits; CPE inhibition, % at 10 µM; hits with a dose series show IC50 in µM; in the data active means a potency from the dose series; further: strong numbers were not always called active
GPR35 antagonists: inhibition of zaprinast-stimulated GPR35 beta-arrestin translocation – imaging, U2OS, beta-arrestin-GFP, zaprinast agonist, primary screen (AID 2058) | U2OS GPR35 beta-arrestin-GFP translocation imaging, zaprinast antagonism; higher % means a stronger effect | inhibition, % at 10 µM, or IC50 in µM where a hit was titrated | 290,000 compounds, 0.052% hits;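 active means inhibition of at least 50% with at least 30 cells and total cytoplasm GFP at most 10,000,000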
Dengue-2 NS5 capping pilot replicate: recorded beside Dengue-2 NS5 capping, whose call it bears; inhibition, %; measured here: pilot screen replicate inhibition
* hit, by the source's call; / = no result given; [ ] = dose if it differs, or a comment.

SMILES	UTI89 phage lysis	GPR55 LPI antagonism	HIV fusion peptide	PhoP inhibition	Dengue-2 NS5 capping	MgcRacGAP inhibition	Large T inhibition	RSV CPE inhibition	GPR35 antagonists	others
CSc1nsc(N/N=C/c2ccccc2)c1C#N	0.5%	11%	-0.6%	-1%	-3%	1%	4%	4.0%	-23%
C[C@H](NC(=O)c1nc[nH]c1C(=O)N[C@H](C)c1ccccc1)C(=O)OC(C)(C)C	2.4%	8%	-1.4%	0%	7%	9%	4%	5.9%	6%
CCc1c(C)nc(N)n2c(SCC(=O)NC3CCCCC3)nnc12	0.1%	1%	-1.2%	11%	-6%	4%	-2%	-0.4%	16%
CCCCOc1ccc(C(CC(=O)NC)C(=O)O)cc1 (configuration not stated)	0.4%	0%	-0.1%	0%	0%	1%	10%	1.4%	5%	Dengue-2 NS5 capping pilot replicate=1.2
CN(CC(=O)Nc1ccccc1Br)c1ncnc2sccc12	2.0%	-1%	-1.0%	-5%	-15%	4%	4%	8.6%	0%
Cc1c(Cl)cccc1NCC(=O)NN=C1CCCC1	-0.1%	8%	-2.3%	-1%	0%	4%	-5%	-0.5%	15%
O=C(OCc1nnc(-c2ccc(Br)cc2)o1)c1cncc(Br)c1	0.3%	1%	-2.0%	0%	-1%	4%	-5%	0.6%	-5%
COCCNC(=O)c1cnn2c(C(F)F)cc(-c3ccc(C)cc3)nc12	2.2%	-3%	-1.4%	-5%	/	3%	8%	5.6%	-10%
COc1cccc(C(=O)Nc2ccc(C3CC3(Cl)Cl)cc2)c1 (configuration not stated)	0.2%	13%	1.2%	-7%	-4%	6%	12%	18%	4%
CN(c1nc2ccccc2n2c(C3CC3)nnc12)S(=O)(=O)c1ccccc1	0.1%	-5%	4.4%	-10%	-9%	-1%	6%	1.6%	-3%
CC1CCCCN1S(=O)(=O)c1ccc(NC(=O)c2cccc(-n3cnnn3)c2)cc1 (configuration not stated)	0.3%	-8%	0.0%	4%	-1%	4%	-6%	8.3%	-4%	Dengue-2 NS5 capping pilot replicate=-0.9
Nn1cnnc1N/N=C/c1ccc(F)cc1	-0.8%	-4%	1.2%	5%	0%	9%	6%	0.6%	10%
O=C(c1ccc(CN2CCOCC2)cc1)N1CCN(c2ccccc2F)CC1	0.4%	9%	-1.2%	-8%	/	12%	3%	4.1%	-2%
CNC(=O)C1C(=S)NC(N)=C(C#N)C1c1ccccc1 (configuration not stated)	0.1%	15%	-0.4%	9%	-13%	10%	65%	1.8%	-2%
CCCn1c(SCC(=O)N2CCCc3ccccc32)nc2c1c(=O)n(C)c(=O)n2C	9.5%	-17%	-0.9%	/	-3%	6%	/	0.5%	-13%
Cn1c(=O)c2c(nc(SCc3nc(N)nc(N4CCCCC4)n3)n2C)n(C)c1=O	2.9%[50 µM]	4%	1.7%	4%	-5%	2%	10%	1.6%	7%
C=CCn1c(Cc2cccs2)nnc1SCC(=O)Nc1cc(OC)cc(OC)c1	-0.1%	10%	-3.1%	7%	-7%	8%	7%	3.9%	25%
COc1cccc(C(=O)N2CCN=C2SCc2cccnc2)c1OC	2.5%	3%	2.3%	7%	1%	5%	10%	-0.2%	7%
Cc1cccc(OCCOc2ccc(/C=N/NC(=O)Cc3nnc(N)s3)cc2)c1	0.2%	10%	0.5%	0%	-1%	3%	5%	-0.2%	-2%
Cc1noc(C)c1C(=O)Nc1ccc(S(=O)(=O)N2CCC(C)CC2)cc1	1.0%[50 µM]	/	/	/	-10%	5%	/	1.1%	/
COc1ccc(CNC(=O)C2CCN(S(C)(=O)=O)CC2)c(OC)c1	-0.3%	-7%	-0.3%	3%	-6%	6%	7%	0.0%	0%
CC(/C=N/n1c(-c2ccc(Cl)cc2)n[nH]c1=S)=C\c1ccco1	1.0%	-9%	16%	-12%	12%	17%	23%	1.5%	-5%
CCOc1ccc(NC(=O)c2nccnc2CO)cc1	-1.3%	0%	0.1%	3%	-1%	11%	3%	/	2%
O=C(Cc1ccc(S(=O)(=O)N2CCOCC2)s1)Nc1ccccc1N1CCCC1	0.9%[50 µM]	10%	3.3%	-7%	-5%	6%	19%	1.1%	-12%
COC(=O)Cn1cccc1C(=O)c1ccccc1	-0.2%	10%	-2.1%	-19%	-1%	10%	1%	1.5%	7%
Cc1cc(C)c(S(=O)(=O)C(C)C)c(=O)[nH]1	-1.0%	-10%	-0.1%	0%	-2%	5%	-1%	1.7%	25%
CC(NS(=O)(=O)c1ccc(OCC(=O)N2CCOCC2)c(Cl)c1)c1ccccc1 (configuration not stated)	1.0%	5%	-2.2%	2%	-1%	8%	3%	0.0%	8%
CCOc1cc(NC(=S)NCC2CCCO2)c(OCC)cc1NC(=O)c1ccc(OC)cc1 (configuration not stated)	5.2%	4%	-3.7%	3%	-1%	-1%	9%	2.0%	9%
COc1ccc(C(=O)N/N=C(\C)Cn2nc([N+](=O)[O-])cc2C)cc1	-2.4%[50 µM]	12%	-0.9%	-11%	-12%	8%	8%	0.1%	14%
Cc1cc(Br)ccc1OCCCCNC(C)(C)C	9.9%	21%	-2.0%	15%	-6%	20%	2%	-1.1%	17%
CC(=O)NC(CC(=O)c1ccc([N+](=O)[O-])cc1)C(Cl)(Cl)Cl (configuration not stated)	6.5%	14%	-2.8%	2%	1%	7%	9%	-0.2%	-1%
O=C(Cn1c(-c2ccccn2)nc2ccccc21)NCCN1CCOCC1	0.8%	14%	1.9%	-1%	1%	-3%	9%	1.3%	1%
CC(C)SC1=NC(C)(C)C=C(/C=C/c2c(Cl)cccc2Cl)N1	0.1%	11%	7.9%	-13%	-9%	3%	8%	7.8%	4%
Cc1ccc(S(=O)(=O)N2CCC(C(=O)NCCN3CCOCC3)CC2)cc1C	0.0%	8%	0.3%	-3%	-6%	4%	5%	0.5%	6%
CCOc1ccc(CCN2C(=O)c3ccc(C(=O)O)cc3C2=O)cc1OCC	-0.3%	-3%	-1.8%	-2%	-5%	2%	3%	-0.1%	-1%
Cc1ccc(C(C(=O)NC2CCCCC2)N2CCCC2)cc1 (configuration not stated)	5.2%	-11%	-3.1%	0%	1%	6%	-1%	1.1%	2%
CC1=NN(C(N)=S)C(=O)C1N=Nc1cccc(Cl)c1C (configuration not stated)	0.2%	8%	12%	0%	34%	15%	27%	19%	7%
NC(=O)CC(CC(=O)OCc1ccccc1)c1ccccc1 (configuration not stated)	0.2%	13%	0.8%	-8%	-1%	6%	17%	0.9%	-2%
Cc1nn(C(=O)c2ccco2)c(C)c1Br	0.1%	0%	-1.7%	-1%	-5%	13%	6%	0.0%	9%
O=C(Nc1ccccc1N1CCOCC1)c1csc2c1CCCC2	0.1%	-2%	0.5%	-1%	-5%	12%	/	7.0%	3%
Cc1ccc(NCC(=O)N/N=C/c2ccncc2)cc1	-0.1%	12%	-2.6%	4%	1%	-14%	13%	-0.9%	-9%
Cc1[nH]n(-c2ccccc2)c(=O)c1N=O	-0.7%	-2%	-1.5%	1%	1%	0%	18%	-1.7%	9%
O=C(CC1SCCNC1=O)Nc1ccc(Cl)c(Cl)c1 (configuration not stated)	0.0%	7%	-0.7%	3%	-2%	1%	25%	5.3%	2%
O=C(NNS(=O)(=O)c1cc(Cl)c(Cl)cc1Cl)c1cccnc1	0.3%[50 µM]	5%	-0.9%	-6%	-8%	1%	11%	1.7%	17%
O=C(CCCN1C(=O)c2ccccc2C1=O)Nc1ccc(S(=O)(=O)N2CCOCC2)cc1	0.3%	6%	1.3%	25%	-2%	3%	1%	2.4%	-10%	Dengue-2 NS5 capping pilot replicate=-1.4
CC(=O)Nc1ccc(-c2nnc(SCC(=O)NCc3ccco3)n2C)cc1	-0.1%	-6%	1.3%	-5%	-9%	8%	0%	2.0%	7%
CC(=O)C1=C(O)C(=O)N(c2ccc(Br)cn2)C1c1ccccc1[N+](=O)[O-] (configuration not stated)	0.1%	-3%	-0.8%	-4%	3%	21%	7%	11%	-4%
CS(=O)(=O)N1CCN(c2ccccc2NC(=O)c2ccc(-c3ccc(Br)cc3)o2)CC1	-0.2%	0%	3.6%	-18%	2%	14%	10%	0.4%	0%
CS(=O)(=O)Nc1ccc(C(=O)Nc2ccc(S(=O)(=O)N3CCCC3)cc2)cc1	4.9%	-1%	2.4%	2%	11%	5%	7%	4.4%	1%
CC1(C)CC(=O)C(C=NCCN2CCN(C(=O)CCl)CC2)=C(O)C1	-1.0%	-4%	0.7%	-6%	5%	0%	10%	0.8%	-13%
Cc1cc2ncn(CC(C)C)c2cc1C	2.3%	7%	2.4%	4%	3%	-1%	-1%	1.2%	15%
COC(=O)C1(CCSC)NC(c2ccc(O)cc2)C2C(=O)N(c3ccc4c(c3)OCCO4)C(=O)C21 (configuration not stated)	-0.2%	-4%	-2.9%	1%	-3%	5%	0%	0.8%	-6%
CC(=O)c1ccc(Oc2ncnc3sccc23)cc1	-0.9%	2%	-1.1%	1%	-16%	6%	3%	3.0%	1%
COc1ccccc1NC(=O)CC1CCCC1	0.0%	-9%	-0.6%	4%	-4%	-3%	6%	2.4%	0%
O=C(c1c(Cl)cccc1Cl)N1CCN(c2ccccn2)CC1	10%	-11%	-0.5%	1%	-5%	0%	2%	1.4%	-1%
COc1ccccc1C(=O)NCCC(=O)N(C)Cc1cccnc1	0.9%[50 µM]	/	/	/	-2%	0%	/	3.1%	/
O=C(Nc1ccccc1Cl)NC1(C(=O)N2CCOCC2)CCCCC1	0.6%	5%	2.8%	-1%	2%	-4%	9%	0.9%	4%
CCOC(=O)c1c(S(=O)(=O)N2CCN(c3ccc(C(C)=O)cc3)CC2)c(C)n(C)c1C	0.1%	4%	2.8%	-2%	-8%	14%	8%	1.0%	1%
CCCSc1ccc([C@@H]2[C@H]3C(=O)N(CC)C(=O)[C@H]3[C@]3(C(=O)OC)CCCCN23)cc1	-0.2%	/	/	-12%	-13%	6%	18%	4.1%	/
O=C(NN=c1c(=O)c2ccccc2c1=O)c1ccccc1	0.1%	15%	0.5%	-9%	2%	4%	0%	1.1%	-7%
CCC(CO)n1cnnc1-c1ccncc1 (configuration not stated)	0.4%	4%	0.3%	2%	-6%	7%	0%	0.7%	8%

Taken from the results shown (2 entries):
SMILES	UTI89 phage lysis	GPR55 LPI antagonism	HIV fusion peptide	PhoP inhibition	Dengue-2 NS5 capping	MgcRacGAP inhibition	Large T inhibition	RSV CPE inhibition	GPR35 antagonists	others
CS(=O)(=O)Nc1ccc(C(=O)Nc2ccc(S(=O)(=O)N3CCCC3)cc2)cc1	4.9%	-1%	2.4%	2%	11%	5%	7%	4.4%	1%
CC1(C)CC(=O)C(C=NCCN2CCN(C(=O)CCl)CC2)=C(O)C1	-1.0%	-4%	0.7%	-6%	5%	0%	10%	0.8%	-13%
